Source: PubChem (several laboratories)
PG9 Ab binder = binders of HIV-1 gp120 antibody PG9, primary screen, biochemical, TR-FRET. inhibition, % at 6.7 µM. TR-FRET gp120-PG9 antibody binding. 0.43% of 360,000 active. HIV-1 gp120 / PG9 antibody interaction; in the data active = inhibition above about 8.5%
ADAM10 inh = human ADAM10 inhibitors, primary screen, biochemical, QFRET, HTS; Disintegrin and metalloproteinase domain-containing protein 10 (Homo sapiens), O14672; AID 720582, 2013; inhibition, % at 7 µM; 0.62% of 370,000 active; recombinant ADAM10, EDANS/DABCYL FRET peptide cleavage, 3 h;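 active = inhibition above a per-campaign cutoff equal to the mean of compounds falling between control-based bounds plus 3 SD, cut at about 20% in these data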;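 also: 0% = DMSO wells while the 100% control is not disclosed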
hgDAF12 agonist = H. glycines DAF-12 receptor agonists, primary screen, cell-based, luminescence, HEK293, GAL4 fusion, UAS-luciferase. AID 687014, 2013. 1.8% of 370,000 active. HEK293 GAL4-hgDAF12 UAS-luciferase reporter, agonist luminescence; normalized to butyrate control. activation, % at 6.8 µM;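 active = activation above a cutoff set at the mean of all screened compounds plus 3 SD, cut at about 10% in these data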;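 also: 0% = DMSO wells and 100% = sodium butyrate wells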
ssDAF-12 act = S. stercoralis DAF-12 nuclear receptor activators, primary screen, cell-based, luminescence, HEK293, GRIP1 co-expression, lit1-tk-luc. Nuclear hormone receptor DAF-12 (Strongyloides stercoralis). HEK293 ssDAF-12/GRIP1 lit1-tk-luc reporter; % of 3 µM dafachronic acid response. activation, % at 6.8 µM. 1% of 370,000 active;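 active = activation above the mean over all tested compounds plus 3 SD, cut at about 0.9% in these data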;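 also: 0% = DMSO-only wells and 100% = 3 µM delta7-dafachronic acid wells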
NPR1 activator = GC-A stimulated cGMP production enhancers – HEK293 GC-A cells, cGMP TR-FRET, EC30 ANP, primary screen | AID 1671463, 2021 | 0.14% of 370,000 active | Atrial natriuretic peptide receptor 1 (Homo sapiens), P16066 | activation, % at 10 µM | 0% at EC30 ANP, 100% saturating ANP; in the data active = activation above about 40%
Target sequence (P16066 whole entry, looked up): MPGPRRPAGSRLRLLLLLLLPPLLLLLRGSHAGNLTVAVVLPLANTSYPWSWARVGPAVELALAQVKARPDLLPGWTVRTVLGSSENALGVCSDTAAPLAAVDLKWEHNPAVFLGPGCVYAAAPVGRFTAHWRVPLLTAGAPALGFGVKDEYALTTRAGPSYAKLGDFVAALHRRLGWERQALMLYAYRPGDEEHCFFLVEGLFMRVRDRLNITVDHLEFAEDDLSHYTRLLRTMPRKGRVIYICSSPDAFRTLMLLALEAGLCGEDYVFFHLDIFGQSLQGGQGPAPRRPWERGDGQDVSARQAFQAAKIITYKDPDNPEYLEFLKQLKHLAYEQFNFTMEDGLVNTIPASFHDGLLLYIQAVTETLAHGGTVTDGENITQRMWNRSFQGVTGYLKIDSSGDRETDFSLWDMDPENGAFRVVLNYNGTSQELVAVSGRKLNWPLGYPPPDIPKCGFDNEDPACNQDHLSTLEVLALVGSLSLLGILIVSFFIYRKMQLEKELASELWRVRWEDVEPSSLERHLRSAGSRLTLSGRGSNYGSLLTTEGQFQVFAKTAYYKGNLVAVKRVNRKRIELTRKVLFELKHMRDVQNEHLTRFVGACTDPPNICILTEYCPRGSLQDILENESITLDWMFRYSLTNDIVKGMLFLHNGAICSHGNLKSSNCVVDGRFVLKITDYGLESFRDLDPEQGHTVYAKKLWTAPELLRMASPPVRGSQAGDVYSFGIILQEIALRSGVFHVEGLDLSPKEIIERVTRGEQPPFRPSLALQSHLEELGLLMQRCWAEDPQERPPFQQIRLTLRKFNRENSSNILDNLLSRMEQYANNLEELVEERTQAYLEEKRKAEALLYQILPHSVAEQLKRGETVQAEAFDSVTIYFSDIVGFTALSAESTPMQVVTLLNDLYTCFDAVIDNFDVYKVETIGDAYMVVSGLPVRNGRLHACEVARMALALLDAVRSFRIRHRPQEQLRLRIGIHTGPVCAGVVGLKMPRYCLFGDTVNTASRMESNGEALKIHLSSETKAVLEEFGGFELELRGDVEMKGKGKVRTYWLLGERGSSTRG
DAX1 inh-1 = DAX1 (NR0B1) inhibitors, primary screen, cell-based, HEK293, Gal4-DAX1, luciferase luminescence; Nuclear receptor subfamily 0 group B member 1 (Homo sapiens), P51843; HEK293 Gal4-DAX1 luciferase reporter; inhibition, % at 6.75 µM; 0.99% of 340,000 active; AID 504766, 2011;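 active = inhibition above the mean over all tested compounds plus 3 SD, cut at about 4.2% in these data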;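 also: 0% = DAX1-transfected cells with DMSO and 100% = empty-vector control cells with DMSO; inhibition shows as a rise in luminescence from relieved DAX1 repression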
SMARCA2 activ = SMARCA2 (BRM) function activators, primary screen, cell-based, luminescence, high throughput; 1% of 370,000 active; activation, % at 9.1 µM; MG213 cells, MMTV-luciferase reporter, dexamethasone, overnight; in the data active = activation above about 7.8%;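 also: 0% = vehicle wells and 100% = reference activator wells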
GAA850 FXN act = FXN promoter activators, primary screen, cell-based, luciferase luminescence, HEK293 lucGAA850 | activation, % at 6 µM | AID 540364, 2011 | HEK293 lucGAA850 FXN promoter luciferase reporter, 24 h; percent of 10 µM SAHA response | 0.56% of 360,000 active;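 active = activation above the average of all compounds screened plus 3 SD, cutoff fixed separately per campaign, cut at about 7.5% in these data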;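 also: 0% = DMSO wells and 100% = 10 µM SAHA wells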
DAX1 inh-2 = DAX1 (NR0B1) inhibitors on StAR promoter, primary screen, cell-based, luminescence, SF-1 (NR5A1), full-length DAX-1. 1.1% of 370,000 active. HEK293T StAR-luciferase reporter, SF-1/DAX-1 repression relief. inhibition, % at 6.8 µM. AID 652010, 2013;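 active = inhibition above the mean over all tested compounds plus 3 SD, cut at about 3.6% in these data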;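 also: 0% = DAX-1 cells with DMSO and 100% = cells lacking DAX-1 with DMSO; higher inhibition means more luminescence from relief of DAX-1 repression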
hcDAF12 agonist = H. contortus DAF-12 nuclear receptor activators, primary screen, cell-based, luminescence, HEK293, lit1-tk-luc reporter; HEK293 hcDAF-12 lit1-tk-luc reporter; 0% DMSO, 100% Δ7-dafachronic acid; activation, % at 6.8 µM; 1.4% of 370,000 active;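 active = activation above the mean of all tested compounds plus 3 SD, cut at about 5.5% in these data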;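 also: 100% = response to 3 µM Δ7-dafachronic acid high control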
ADAM17 inh = ADAM17 inhibitors, primary screen, biochemical, QFRET. inhibition, % at 6.95 µM. AID 720648, 2013. 0.83% of 370,000 active. Disintegrin and metalloproteinase domain-containing protein 17 (Homo sapiens), P78536. recombinant ADAM17, EDANS/DABCYL FRET peptide cleavage;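 active = inhibition above the mean of compounds lying between control limits plus 3 SD, set per campaign, cut at about 8.5% in these data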;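 also: 0% = DMSO-only wells as the low control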
Numbers without * were called inactive; i = inactive; / = no result given.

SMILES	PG9 Ab binder	ADAM10 inh	hgDAF12 agonist	ssDAF-12 act	NPR1 activator	DAX1 inh-1	SMARCA2 activ	GAA850 FXN act	DAX1 inh-2	hcDAF12 agonist	ADAM17 inh
CC(C)(C)NCC(O)COc1ccccc1C(=O)CCc1ccccc1 (stereo not given)	-1.8	0.1	2.9	-1.9	-10.7	-1.4	-3.2	-4.1	-0.1	0.0	-4.7
Cc1ccc(/C=C(\C#N)c2nc3ccccc3[nH]2)s1	-6.8	4.4	8.0	0.5	3.7	1.4	10.4*	5.7	3.2	4.9	-0.1
CC1(C)Cc2ccccc2C(Nn2cnnc2)=N1	-1.3	1.5	1.4	-1.8	-1.1	-0.7	-2.9	1.2	0.1	2.1	-0.2
O=C(COC(=O)c1ccc(Br)o1)Nc1cccc(S(=O)(=O)N2CCOCC2)c1	-1.5	-4.1	-1.6	-0.6	-2.8	-0.7	-1.2	1.1	-0.9	-0.3	-0.7
Cc1cc(OCC(=O)NCC(c2cccs2)N2CCOCC2)ccc1C(C)C (stereo not given)	0.5	-3.7	-2.2	-1.4	2.7	-0.7	-1.5	6.0	-1.0	-1.8	-3.3
CC(=O)c1sc(NC(=O)c2ccc(C(C)(C)C)cc2)nc1C	-0.4	-3.1	13.3*	0.6	-5.0	1.2	8.2*	5.8	7.6*	6.2*	0.2
Cc1cc(C(=O)N2CCC(Cc3ccccc3)CC2)no1	-0.2	-2.4	-0.6	-0.9	1.4	-0.2	0.2	0.7	-0.8	-1.2	-0.6
N#C/C(C(N)=O)=C1/CCc2ccccc2N1	0.5	1.6	2.5	-1.6	0.5	0.7	-1.2	-2.4	0.3	-1.2	-1.8
COc1ccc(NC(=O)Cc2c(F)cccc2Cl)cc1	-0.6	0.0	5.0	-0.9	4.0	0.9	2.8	2.2	-0.1	0.9	2.3
O=C(Nc1nc2n(n1)C(c1ccc(Cl)cc1)CC(c1ccc(Cl)cc1)N2)c1ccco1 (stereo not given)	2.1	2.8	3.2	-1.5	-13.5	/	1.2	/	0.5	-1.2	-5.5
O=C(OCc1ccc(Cl)cc1)c1ccccc1C(=O)c1ccccc1	1.3	13.1	1.4	-1.5	-3.0	-0.5	-1.1	1.5	-0.4	-0.4	3.0
COC(=O)c1ccc(/C=N/NC(=O)CC(=O)NC(C)C)cc1	-1.2	7.6	3.6	-0.7	-2.9	-0.3	-3.3	0.8	0.6	-0.7	2.7
COc1ccccc1-c1ccc(=O)n(CC(=O)Nc2ccc(C(=O)N3CCCC3)cc2)n1	-1.5	4.3	-1.9	-1.5	0.2	0.1	-0.1	-0.3	-0.1	-0.8	-3.5
CCCCNC(=O)C1(C)CCN1C(=O)c1ccc2c(c1)CCO2 (stereo not given)	-0.1	-6.0	-3.0	-1.0	-0.1	/	-4.1	0.0	-0.4	-2.7	-5.6
CCOC(=O)c1c(C)[nH]c(C)c1C(=O)COC(=O)Cc1n[nH]c(=O)c2ccccc12	0.2	-8.1	1.7	-1.1	3.2	0.9	-0.9	-1.6	-0.5	-1.6	-3.4
O=C(O)c1cccc(CSc2nnc(COc3ccccc3)o2)c1	-1.4	-5.2	-6.4	-1.8	3.7	-0.9	-3.0	-2.1	-0.7	-2.9	-4.1
O=C1NC(=S)NC1=Cc1ccco1	-3.7	-28.7	-1.9	-0.4	4.2	-0.8	-6.3	-0.4	0.3	0.2	-1.2
CSc1ccc(-c2cccc([N+](=O)[O-])c2)nn1	0.6	-4.7	4.7	-0.7	-3.6	-0.5	-1.6	2.2	0.7	-0.8	-6.4
COc1ccccc1NCN1C(=O)CCC1=O	0.1	-6.0	1.0	-0.5	2.2	-1.6	2.2	0.6	-0.8	-1.4	-2.5
O=C(COc1ccc(F)cc1Br)Nc1ccccc1N1CCCC1	-0.9	-5.5	-0.1	-0.9	1.0	1.4	-1.1	1.5	0.4	-0.1	0.6
O=C(CSc1nc2[nH]ncc2c(=O)[nH]1)Nc1cccc(Cl)c1	2.0	0.8	3.9	-0.4	4.5	-0.1	-2.4	0.3	0.0	3.3	-1.6
COc1ccc(-c2noc(CN(C)S(=O)(=O)c3ccccc3)n2)cc1OC	-0.4	-4.2	-0.8	-1.3	-0.8	-0.8	3.0	0.1	0.1	-0.7	-0.9
COc1cccc(CNS(=O)(=O)c2cccc(S(=O)(=O)N3CCOCC3)c2)c1	-0.7	4.4	1.1	-0.9	0.0	0.0	-1.2	0.3	-0.3	-0.8	-4.3
Cc1cc(=O)[nH]c(SCC(=O)Nc2cc(S(=O)(=O)N(C)C)ccc2Cl)n1	-0.6	-13.7	2.9	-1.7	-0.3	2.0	-1.7	1.9	-0.1	0.1	-4.8
N#Cc1cccc(C(=O)Nc2cccc(S(=O)(=O)N3CCCC3)c2)c1	-1.0	-5.5	-1.0	-0.7	3.6	0.1	-2.5	0.4	-3.4	2.6	5.0
COc1ccc(C(C(=O)NC2CCCC2)N(Cc2ccco2)C(=O)c2snc(C(N)=O)c2N)cc1OC (stereo not given)	-1.7	-36.1	-2.4	-1.1	-7.9	-1.3	-2.1	0.6	-0.3	-2.5	-14.6
CC1(c2ccc(OC(F)F)cc2)NC(=O)N(CC(=O)NC2CCCC2)C1=O (stereo not given)	0.6	-20.0	-2.6	-1.4	0.7	0.3	-3.7	0.8	0.7	-2.1	-1.3
COc1ccc(S(=O)(=O)N(C)C)cc1NC(=O)CCCSc1ccccc1	-2.5	0.7	1.0	-1.6	4.7	-1.5	-0.8	-2.1	-0.5	-2.7	0.7
CC(=O)N(C)c1ccc(OCC(O)Cn2c3ccc(Cl)cc3c3cc(Cl)ccc32)cc1 (stereo not given)	2.2	-3.0	-1.9	-1.8	-14.1	-0.5	-4.2	10.1*	-1.2	-2.0	6.0
COc1ccc(OC)c(NC(=O)c2nnn(Cc3ccccc3C)c2N)c1	-0.1	27.0*	-2.9	-1.5	4.9	-1.1	6.1	0.8	0.3	-2.6	7.0
NC(=O)NC(Cc1ccccc1)c1ccccc1 (stereo not given)	-0.1	-7.6	-1.7	-1.9	-0.6	0.3	-0.4	-0.3	-0.3	-1.7	-3.5
COc1ccc(OC)c(NC(=O)N2CCc3ccccc3C2)c1	-1.5	-2.2	1.1	-0.9	-1.2	2.0	-1.2	0.5	-0.9	-1.7	-3.8
CCCCN(C(=O)c1cc2ccccc2o1)c1c(N)n(CCCC)c(=O)[nH]c1=O	-1.2	-34.4	-2.3	-1.3	1.0	-0.2	-2.8	1.1	0.5	1.4	-11.5
CSc1nnc(-c2cccc(NC(=S)NN)c2)o1	-1.2	8.6	-2.0	-2.2	2.6	-0.1	0.5	-0.8	-0.3	-1.7	-0.5
CN1CC(c2ccccc2)C(c2ccc(Cl)cc2)=N1 (stereo not given)	-0.6	-5.0	2.7	-1.5	-8.7	0.9	1.4	-0.7	-0.4	4.4	-4.3
CCOC(=O)NCc1ccc(CNC(=O)OCC)cc1	-1.1	-1.4	1.8	-1.4	-3.2	0.2	0.3	-1.2	0.1	-2.0	-1.0
COc1cccc(/C=N/n2c(C)nc3ccccc32)c1OC	-0.4	-3.6	3.4	-2.2	6.9	-0.4	-1.4	0.9	-0.3	-0.3	0.5
CC(C)COC(=O)N1CC(O)CC1C(=O)Nc1ccc2c(c1)OCO2 (stereo not given)	2.0	-29.3	0.8	-1.3	0.2	1.6	-2.7	0.7	-1.2	0.9	-4.0
CCN1C(=O)N(C(C)=O)C2C1N(C(C)=O)C(=O)N2C(C)=O (stereo not given)	1.4	-8.3	5.2	-0.7	0.6	0.2	-1.4	1.0	0.0	-0.7	0.6
COc1ccccc1C(=O)Nc1onc(C)c1C#N	-2.4	0.6	-1.7	-0.4	-1.5	0.5	3.9	1.5	0.2	0.3	1.3
COC(=O)CCc1cccc(CCC(=O)OC)c1	-2.0	1.9	1.2	-0.5	-0.3	0.7	-1.0	1.2	0.7	5.2	2.9
Cc1ccccc1NS(=O)(=O)c1ccc(NS(=O)(=O)c2cccs2)cc1	-1.6	-0.9	-5.1	-0.9	5.4	-0.6	0.7	1.1	-0.2	-1.7	-3.1
Cc1nc(NC(=O)c2cc3ccccc3o2)ccc1Br	-9.2	-4.5	6.5	0.0	2.5	2.3	0.1	2.8	2.0	-1.4	1.0
CCCCN(C(=O)CSCC(=O)Nc1ccc(OC)cc1)c1c(N)n(Cc2ccccc2)c(=O)[nH]c1=O	-0.7	-3.3	-1.4	-1.3	2.5	1.7	-0.5	1.1	1.6	0.1	-1.5
CCCc1c(C)c2ccc(OCC(C)=O)cc2oc1=O	0.9	i	6.5	-0.1	4.8	1.3	3.6	1.7	-1.0	1.4	-157.5
Cc1cc(C)cc(N(CC(=O)NC2CCCCC2)C(=O)c2ccc(C)s2)c1	1.4	-0.8	-0.5	-1.7	-9.1	-0.1	-1.0	0.7	0.6	-1.1	-4.0
Cc1cc(NC(=O)C(C)SCC(=O)Nc2ccccc2N2CCCC2)no1 (stereo not given)	-1.9	-11.7	4.3	-0.9	-0.7	0.3	0.0	-0.2	-0.7	1.2	-4.4
Cc1[nH]n(-c2ccccc2)c(=O)c1N=Nc1cccc(Cl)c1	0.8	4.8	1.3	-0.8	-3.5	1.8	-2.7	0.7	0.7	4.7	-3.6
Cc1ccc(-c2oc3ccccc3c(=O)c2OCC(=O)O)cc1	-3.6	-45.6	-0.1	-0.3	-0.9	0.3	0.4	1.6	-0.6	1.6	-14.2
CCCCCNC(=O)C(C)Sc1ccc(Cl)cc1 (stereo not given)	-1.6	-1.2	0.0	-1.3	-1.9	-0.6	3.4	0.5	-0.2	-0.9	-0.3
CCN(CC)C(=O)/C(NC(=O)c1ccccc1)=C(/Sc1ncccn1)c1ccccc1	-0.9	-9.3	-1.2	-1.5	-4.5	1.2	-4.2	0.7	0.2	-1.6	0.6
Cc1ccc(-c2cccc(NC(=O)C3C(C(=O)O)[C@@H]4C=C[C@H]3C4)c2)o1 (stereo not given in full)	-0.1	-6.7	0.6	-1.3	0.7	-0.4	-0.6	2.3	-0.4	-1.9	-2.3
COc1cc(C(=S)N2CCOCC2)ccc1OC(=O)Cc1ccc(F)cc1	1.1	-0.1	-1.4	-1.5	-2.3	0.2	0.9	0.1	-0.3	2.2	-0.1
